PTAP TSG101 blk – blocks PTAP/TSG101 interaction to inhibit HIV-1 budding; Q99816; Fluorescence polarization, FITC-PTAP peptide / Tsg101 binding; Potency, µM (highest dose often 115 µM), for inactives: at the top dose activity change, negative = inhibition, most hits filed as inhibitors; 340,000 tested, under 10 active; AID 493005; active means well fitted inhibition curve with a large enough effect in the main read-out, with a control signal flat, not every such curve was filed as active; inconclusive means small, poorly fitted or top-dose-only effect, or effect the other way, or a change in a side signal; inactive means no such curve, though single readings can be large or run the other way; further: potency means the concentration at half of the fitted maximal effect; % of control where 0% means no effect
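Steps: Tsg101 binding domain dispensed (10 uM final), compounds pinned in DMSO, FITC-labeled PTAP-motif peptide added (50 nM final); after 20 min binding at room temperature, polarization measured.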
uPA surface inh – blocks generation of uPA at the cell surface; 330,000 tested, 0.31% active; cell surface uPA generation assay, qHTS; Potency, µM (doses to about 38.3 µM), without a hit: at the highest dose activity change, negative = inhibition, most hits filed as inhibitors; active means well fitted inhibition curve with a large enough effect; inconclusive means small, poorly fitted or top-dose-only effect; inactive means no such curve, though single readings can be large or run the other way; tested in mouse RAW 264.7 cells; further: potency means the concentration at half of the fitted maximal effect; on the % scale 0 is the no-effect control and ±100 the full control effect; nearly all actives have a fitted effect of over 55% in size
ELG1 repair inh – blocks ELG1-dependent DNA repair in HEK293T cells; 330,000 tested, 2.3% active; AID 504467; HEK293T ELG1-luciferase reporter, luminescence, 16 h; DNA damage induced by 5-fluorouridine; Potency, µM (doses to about 46.1 µM), inactives show top-dose activity change, negative = inhibition, hits mostly inhibitors; further: potency means the concentration at half of the fitted maximal effect; on the % scale 0 is the no-effect control and ±100 the full control effect; nearly all actives have a fitted effect of over 55% in size
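Cells (2,000 per well) received 5-fluorouridine plus test compound or DMSO and were incubated 16 hr at 37 °C, 5% CO2. Luciferase activity was read by luminescence 30 min after ONE-Glo addition; signal suppression marked inhibition of damage-induced ELG1 function.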
Tb PFK block – inhibitors of T. brucei phosphofructokinase. T. brucei PFK, ADP-Glo luminescence. Potency, µM (doses to about 57.5 µM), for inactives: top-dose activity, negative = inhibition, usual class: inhibitors. 330,000 tested, 0.17% active;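 further: potency means the concentration at half of the fitted maximal effect; 0% = uninhibited 1x PFK enzyme wells and -100% = no-enzyme wells; nearly all actives have a fitted effect of over 60% in size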
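Compounds were pin-transferred as a titration series up to 57 uM into substrate buffer (0.5 mM F6P, 0.1 mM ATP, pH 8.0), then 1.25 nM PFK was added and reactions ran 45 min before ADP-Glo detection.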
TSHR antag – human thyrotropin receptor antagonism. P16473. 330,000 tested, 0.2% active. TSHR-expressing cells, TSH-stimulated cAMP HTRF, 2 h; stronger effect = lower value. activity change, negative = inhibition, % at 11.5 µM;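 active means activity change below a set negative limit, meaning inhibition stronger than a set level, cut at about -70% in these data; inconclusive means activity change between two set negative limits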; further: on the % scale 0 is the no-effect control and ±100 the full control effect
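Inhibition of cAMP made by TSHR-expressing cells under TSH stimulation (4nM final, EC80; 2 h, 37 deg C) is quantified with a one-step lysis HTRF kit, anti-cAMP cryptate versus cAMP-d2.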
B2AR arrestin – agonists driving beta-arrestin recruitment to human beta2-adrenergic receptor | 330,000 tested, 0.02% active | P07550 | AID 492947 | Potency, µM (series often up to 46.1 µM), inactives show at the top dose activation, most hits filed as activators | beta-arrestin recruitment to beta2AR, cell-based reporter;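 further: potency means the concentration at half of the fitted maximal effect; 0% = DMSO controls and full agonism = EC100 isoproterenol or metaproterenol; nearly all actives have a fitted effect of over 65% in size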
Target sequence (P07550 whole entry, looked up): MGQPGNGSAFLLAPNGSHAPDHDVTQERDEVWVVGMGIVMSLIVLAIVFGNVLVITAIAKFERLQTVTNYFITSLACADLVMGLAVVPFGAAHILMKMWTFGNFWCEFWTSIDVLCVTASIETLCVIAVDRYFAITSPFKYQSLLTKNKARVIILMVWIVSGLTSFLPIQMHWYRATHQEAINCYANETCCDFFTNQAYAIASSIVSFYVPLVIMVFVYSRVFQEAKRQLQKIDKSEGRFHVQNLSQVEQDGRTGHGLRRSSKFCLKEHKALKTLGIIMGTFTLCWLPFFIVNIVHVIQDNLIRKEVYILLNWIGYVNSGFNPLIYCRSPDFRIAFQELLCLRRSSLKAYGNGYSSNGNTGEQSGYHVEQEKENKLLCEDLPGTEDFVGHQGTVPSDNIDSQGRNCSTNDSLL
TCR activator – activators of T cell receptors; 330,000 tested, under 10 active; primary human leukocytes, anti-CD3, IL-2 HTRF, 48 h; Potency, µM (highest dose often 9.22 µM), for the others: at the top dose activation of IL-2 secretion, actives largely listed as activators; further: % of control where 0% means no effect
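Primary human leukocytes receive a-CD3 beads and test compound and are incubated 48 hr. Secreted IL-2 is then assayed by HTRF, measuring 665nm acceptor emission after 320nm excitation of the europium donor.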
Eya2 phos inh – blocks the phosphatase activity of human Eya2; O00167; recombinant Eya2, OMFP fluorescence dephosphorylation (OMFP is methylfluorescein phosphate); Potency, µM (highest dose often 76.9 µM), inactives show top-dose activity, negative = inhibition, most hits filed as inhibitors; 330,000 tested, 0.006% active; further: potency means the concentration at half of the fitted maximal effect; on the % scale 0 is the no-effect control and ±100 the full control effect
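Eya2 protein (added as 0.2 uM solution) was preincubated with compound for 10 min at ambient temperature in 50 mM HEPES pH 7.5, 50 mM NaCl, 5 uM MgCl2, 0.05% BSA, 1 mM DTT. OMFP (added at 50 uM) then reacted 10 min; fluorescence read at 485/525 nm.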
USP2a block – inhibitors of human ubiquitin-specific protease USP2a; O75604; USP2 core, Ub-CHOP2 coupled fluorogenic reporter, 485/531; Potency, µM (titrated, usually from 38.3 µM), for the others: at the top dose activity change, negative = inhibition, hits mostly inhibitors; 330,000 tested, 0.01% active;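 further: potency means the concentration at half of the fitted maximal effect; plate controls were DMSO wells for no effect and full inhibition by NEM control for full effect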
Target sequence (O75604 whole entry, looked up): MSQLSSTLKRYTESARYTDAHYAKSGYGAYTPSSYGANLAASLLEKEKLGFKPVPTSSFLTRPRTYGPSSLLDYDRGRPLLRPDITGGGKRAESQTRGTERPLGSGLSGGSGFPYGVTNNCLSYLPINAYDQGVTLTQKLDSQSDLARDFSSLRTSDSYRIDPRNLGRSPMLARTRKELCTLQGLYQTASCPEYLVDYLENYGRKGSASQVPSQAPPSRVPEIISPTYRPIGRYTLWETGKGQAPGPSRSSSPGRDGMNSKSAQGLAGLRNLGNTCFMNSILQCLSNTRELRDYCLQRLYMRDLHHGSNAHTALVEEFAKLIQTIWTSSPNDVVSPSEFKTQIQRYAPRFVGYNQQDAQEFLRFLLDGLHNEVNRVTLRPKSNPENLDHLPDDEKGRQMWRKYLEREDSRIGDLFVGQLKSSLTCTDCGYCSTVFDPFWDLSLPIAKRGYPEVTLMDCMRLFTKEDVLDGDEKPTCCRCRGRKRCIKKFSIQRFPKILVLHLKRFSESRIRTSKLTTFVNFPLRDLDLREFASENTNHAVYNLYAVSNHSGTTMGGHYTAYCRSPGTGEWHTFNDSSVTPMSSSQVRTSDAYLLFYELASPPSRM
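USP2 core (10nM final) preincubated 30min RT with compound in 20mM Tris-HCl pH 8.0, 2mM CaCl2, 2mM beta-mercaptoethanol, 0.05% CHAPS; 25nM Ub-CHOP2 plus 25nM reporter substrate added, fluorescence (Ex485/Em531) read after 60min.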
BCR signal inh – chronic active BCR signaling inhibition; ABC-DLBCL IkBa-CBG/CBR reporter, luminescence ratio, 4 h; Potency, µM (top dose mostly 46.1 µM), inactives show at the top dose ratio change, negative = lower green/red ratio, hits mostly inhibitors; 340,000 tested, 0.05% active; active means well fitted inhibition curve with a large enough effect in the signal ratio, with a control signal flat, not every such curve was filed as active; inconclusive means small, poorly fitted or top-dose-only effect, or effect the other way, or a change in a side signal; the % refers to the signal ratio;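 further: potency means the concentration at half of the fitted maximal effect; plate controls were basal doxycycline-induced cells for no effect and cells given 10 µM MG132 for full effect; MG132 reads +100%, hits lower the ratio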
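TMD8 human ABC-DLBCL cells with doxycycline-inducible IκBα–green luciferase fusion and unfused red luciferase, in 0.5% FBS medium; compounds up to 46 uM, 4 h at 37C. Green/red luminescence ratio, filter-overlap corrected, fitted to concentration-response curves.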
Mito fusion act – blocks mitochondrial division or promotes mitochondrial fusion; S. cerevisiae fusion-defective mutant growth rescue, CellTiterGlo 48 h; Potency, µM (series often up to 46.1 µM), for the others: at the top dose growth rescue (activation), hits mostly activators; 320,000 tested, 0.23% active;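 further: potency means the concentration at half of the fitted maximal effect; % of control where 0% means no effect; nearly all actives have a fitted effect of over 45% in size; temperature-sensitive fusion mutants such as fzo1-1 at 37 °C on non-fermentable ethanol glycerol medium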
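Temperature-sensitive fusion-defective S. cerevisiae (e.g. fzo1-1, mgm1-5) were grown with compound in YPEG medium (3% ethanol, 3% glycerol) for 48 hours at 37C. Growth rescue was measured as viability by CellTiterGlo luminescence after 10 minutes at ambient.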
* hit, by the source's call; u = inconclusive; x = no result given; [ ] = another dose, or the depositor's remark. Unless noted, the call rests on the fitted dose curve; in most records, active means well fitted curve in the direction sought with a large enough effect; inconclusive means small, poorly fitted or top-dose-only effect, or another doubt; inactive means no such curve, though single readings can be large; an effect the other way counts as inactive or inconclusive.

1. CC(C)c1nc2oc3c(NCC4CCCO4)ncnc3c2c2c1COC(C)(C)C2 (stereo unspecified)
2. O=C(COC(=O)c1ccccn1)Nc1ccccc1Cl
3. Cc1nnc(SCc2nnc(-c3ccccc3Br)o2)s1
4. Cc1cc(NC(=O)c2cc([N+](=O)[O-])cc([N+](=O)[O-])c2)no1
5. C=CCN(c1ccccc1)S(=O)(=O)c1cccc(C(=O)Nc2ncccc2O)c1
6. Cc1ccccc1NS(=O)(=O)CCCCC(Cl)(Cl)Cl
7. CCNC(=S)Nc1ccc2cn[nH]c2c1
8. O=C(CNC(=O)c1ccccc1)OCc1cccc(Br)c1
9. CN(C)S(=O)(=O)c1cccc(NC(=O)c2cccc(S(=O)(=O)N3CCc4ccccc43)c2)c1
10. O=C(Nc1nc(-c2ccccn2)cs1)c1cc2ccccc2o1

Compound	1	2	3	4	5	6	7	8	9	10
PTAP TSG101 blk	-3%	-3%	-1%	1%	1%	0%	-9%	1%	-7%	-2%
uPA surface inh	-1%	6%	-6%	-20%	-3%	2%	6%	-3%	u	-13%
ELG1 repair inh	13%	9%	u	u	-5%	-14%	-1%	5%	16µM*	u
Tb PFK block	-6%	-5%	0%	-2%	-4%	6%	-4%	-14%	-3%	15%
TSHR antag	-9	15	25	2	3	4	6	14	-25	-8
B2AR arrestin	-0.1%	0.1%	0.1%	-0.5%	-0.9%	-0.8%	-1.1%	-0.1%	0.0%	9.0%
TCR activator	-1%	-8%	1%	3%	4%	5%	-9%[46.1 µM]	-1%	x	x
Eya2 phos inh	-1%	13%	11%	-3%	17%	-13%	-4%	12%	11%	6%
USP2a block	3%	2%	6%	0%	0%	-1%	0%	10%	1%	-12%
BCR signal inh	2%	-9%	1%	6%	u	14%	-1%	u	-5%	u
Mito fusion act	4%	-4%	-3%	-4%	12%	5%	-2%	2%	-8%	-6%

Sorted by the number under PTAP TSG101 blk (largest number first): some entries from above
| item | Molecule | PTAP TSG101 blk | uPA surface inh | Tb PFK block | TSHR antag | B2AR arrestin | TCR activator | Eya2 phos inh | USP2a block | BCR signal inh |
| --- | --- | --- | --- | --- | --- | --- | --- | --- | --- | --- |
| 4 | Cc1cc(NC(=O)c2cc([N+](=O)[O-])cc([N+](=O)[O-])c2)no1 | 1% | -20% | -2% | 2 | -0.5% | 3% | -3% | 0% | 6% |
| 9 | CN(C)S(=O)(=O)c1cccc(NC(=O)c2cccc(S(=O)(=O)N3CCc4ccccc43)c2)c1 | -7% | u | -3% | -25 | 0.0% | x | 11% | 1% | -5% |
| 7 | CCNC(=S)Nc1ccc2cn[nH]c2c1 | -9% | 6% | -4% | 6 | -1.1% | -9%[46.1 µM] | -4% | 0% | -1% |

Other results:
11. COc1cccc(OCC(=O)Nc2cc(Cl)ccc2Oc2ccccc2)c1
12. O=C(NCCCC1CCCC1)C1CCC(=O)N(Cc2cccc(F)c2)C1 (stereo unspecified)
13. COc1ccc(C(=O)NC(=S)NNC(=O)c2ccc(O)cc2)cc1[N+](=O)[O-]
14. CCCOc1cccc(C(=O)Nc2ccccc2C(=O)N2CCN(C)CC2)c1
15. O=C1C(=O)N(CCN2CCCCC2)c2ccccc21
16. Cc1ccc(CN2CCN(CC(=O)NCc3ccccc3)CC2)cc1
17. CC(=O)Nc1ccc(S(=O)(=O)N2CCN=C2SCc2ccc(C)cc2)cc1
18. FC(F)(F)c1cnc(-c2cnc(-c3ccccn3)nc2)c(Cl)c1
19. CCC(NC(=O)Cc1c(C)c2c(cc(C)c3c(C)c(C)oc32)oc1=O)C(=O)O (stereo unspecified)
20. CCn1c(SCC(O)c2ccccc2)nnc1-c1ccccc1 (stereo unspecified)

Compound	11	12	13	14	15	16	17	18	19	20
PTAP TSG101 blk	1%	-1%	-13%	-1%	-3%	-1%	-1%	1%	-9%	0%
uPA surface inh	8%	-3%	0%	3%	3%	-1%	-9%	-4%	5%	1%
ELG1 repair inh	-23%	6%	8%	1%	19%	-5%	u	u	5%	u
Tb PFK block	-1%	5%	9%	-1%	14%	1%	3%	-2%	14%	4%
TSHR antag	-8	0	5	1	2	3	-8	2	-14	-4
B2AR arrestin	0.1%	-0.4%	-0.6%	-0.1%	-1.0%	-0.6%	-0.7%	-0.9%	0.8%	-0.6%
TCR activator	-7%[46.1 µM]	0%	4%	-5%	1%[46.1 µM]	-2%	-1%	2%	1%	1%[46.1 µM]
Eya2 phos inh	2%	-23%	-1%	-7%	-5%	4%	8%	-13%	-12%	-5%
USP2a block	2%	0%	0%	2%	-3%	2%	-2%	-1%	0%	0%
BCR signal inh	9%	1%	u	u	5%	-3%	-14%	1%	u	u
Mito fusion act	17%	2%	-2%	0%	-6%	0%	1%	2%	5%	0%

21. COc1ccc2[nH]c3c(c2c1)CCN1C(=O)C(CC(=O)NCCC2=CCCCC2)C[C@H](C(=O)N(C(C)C)C(C)C)[C@@]31C (stereo partly specified)
22. CCCCOc1ccc(C(=O)NCc2ccncc2)cc1
23. COc1ccc(Cl)cc1C(=O)NCC(=O)OCc1ccccc1
24. O=C(c1ccc(F)cc1)N1CCN(c2cc(=O)[nH]nc2-c2ccccc2)CC1
25. CC1(C)C2(C#N)C(N)=NC3(OCCO3)C12C#N (stereo unspecified)
26. O=C1NC(=Nc2ccccc2)SC1Cc1cccc(Cl)c1Cl (stereo unspecified)
27. O=C(CCc1ccccc1)NC1CCSC1=O (stereo unspecified)
28. COc1ccc(CCNC(=O)CCSCc2ccccc2F)cc1OC
29. COCCn1c(=O)c2c(nc3n2CCCN3CCc2ccc(OC)c(OC)c2)n(C)c1=O
30. Nc1cccc(-c2cnc3ccccc3n2)c1

Compound	21	22	23	24	25	26	27	28	29	30
PTAP TSG101 blk	0%	2%	-3%	1%	-5%	-2%	-3%	-3%	0%	-6%
uPA surface inh	u	x	1%	3%	-12%	7%	4%	8%	-7%	u
ELG1 repair inh	u	u	13%	-12%	3%	-7%	4%	0%	2%	u
Tb PFK block	3%	-3%	-6%	-4%	3%	0%	3%	-2%	1%	2%
TSHR antag	-24	4	26	11	-6	-5	2	1	-12	0
B2AR arrestin	0.2%	-0.2%	-0.8%	-1.0%	-0.1%	-1.1%	-0.2%	-0.8%	-0.5%	-0.4%
TCR activator	3%[46.1 µM]	4%	0%	-3%	5%	2%[46.1 µM]	-5%	-7%	7%	x
Eya2 phos inh	-11%	20%	1%	6%	20%	10%	7%	u	2%	4%
USP2a block	-2%	0%	-1%	4%	2%	-8%	2%	-1%	3%	-2%
BCR signal inh	u	0%	13%	-6%	1%	u	1%	u	9%	24%
Mito fusion act	x	-2%	8%	0%	-2%	7%	-3%	1%	6%	-1%

31. COc1cc(NC(=O)COc2ccccc2)ccc1NC(=O)c1ccco1
32. c1ccc(OCCCc2nc(-c3ccncc3)no2)cc1
33. Nc1ccc(C(=O)N/N=C/c2c[nH]c3ccccc23)cc1
34. COc1ccc(NC(=O)COC(=O)C2CC(=O)N(CCc3ccc(OC)c(OC)c3)C2)cc1Cl (stereo unspecified)
35. COc1ccc(/C=C/C(=O)NC(C)CCc2ccccc2)cc1OC (stereo unspecified)
36. COc1ccc(/C=C/C(=O)OC(C)CN2CCCCC2)cc1 (stereo unspecified)
37. Cc1ccc(OCCn2ncc3ccccc3c2=O)c(C)c1

Compound	31	32	33	34	35	36	37
PTAP TSG101 blk	-1%	-7%	-1%	-4%	-8%	-7%	-3%
uPA surface inh	5%	6%	1%	14%	-11%	-19%	1%
ELG1 repair inh	4%	-25%	19%	14%	u	13%	2%
Tb PFK block	0%	15%	-2%	9%	0%	0%	-6%
TSHR antag	-5	1	4	-1	5	-3	-7
B2AR arrestin	-1.5%	-0.1%	2.9%	-0.1%	0.1%	-0.5%	-0.4%
TCR activator	4%	0%	-1%	-1%	-2%	-4%	-7%
Eya2 phos inh	-7%	-19%	-3%	23%	-3%	11%	u
USP2a block	-1%	0%	0%	-2%	1%	0%	1%
BCR signal inh	14%	0%	u	1%	u	-10%	u
Mito fusion act	-7%	-4%	14%	-1%	12%	-3%	7%

Assay outcomes as filed in PubChem BioAssay.
